Screening data: PubChem BioAssay, several laboratories
CatB mixtures = human cathepsin B inhibition by mixtures. inhibition, %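 (ten-compound pools at 5 µM per compound and 50 µM total)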. P07858. 0.06% of 62,000 active. Purified cathepsin B, AMC dipeptide fluorescence, compound mixtures; in the data active means inhibition above about 22%, passing the limit was not always enough;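 further: 0% = enzyme without compound and 100% = no enzyme blank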
CatG inh = inhibitors of human cathepsin G | purified enzyme, AMC-tetrapeptide fluorescence, pooled mixtures | inhibition, % at 5 µM (by protocol) | P08311 | 0.2% of 62,000 active;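 active means inhibition above 20% in each of the two mixture wells holding the compound; inactive means inhibition of 20% or less in either well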;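 further: 0% = enzyme control without mixture and 100% = blank lacking enzyme; strong numbers were not always called active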
CatL block = blocks human cathepsin L protease activity | P07711 | purified cathepsin L, fluorogenic substrate, fluorescence | inhibition, %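 (tested at 10 µM)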 | 0.17% of 58,000 active | AID 460; in the data active means inhibition above about 45%;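 further: 0% = enzyme with no compound and 100% = no enzyme blank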
Target sequence (P07711 114-288 limits assumed): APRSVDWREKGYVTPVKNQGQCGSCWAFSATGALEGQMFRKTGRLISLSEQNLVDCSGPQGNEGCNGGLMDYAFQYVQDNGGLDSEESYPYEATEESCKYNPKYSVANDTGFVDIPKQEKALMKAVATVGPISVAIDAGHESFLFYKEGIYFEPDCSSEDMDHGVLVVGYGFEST
Target sequence (P07711 292-333 limits assumed): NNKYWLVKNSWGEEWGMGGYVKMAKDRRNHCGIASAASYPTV
CatS block = human cathepsin S inhibition; inhibition, %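 (tested at 5 µM per compound within 10-compound mixtures)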; 0.06% of 62,000 active; P25774; recombinant cathepsin S, AMC dipeptide fluorescence, pooled mixtures; in the data active means inhibition above about 32%, passing the limit was not always enough;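 further: 0% = enzyme without compound and 100% = blank without enzyme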
Target sequence (P25774 115-331 limits assumed): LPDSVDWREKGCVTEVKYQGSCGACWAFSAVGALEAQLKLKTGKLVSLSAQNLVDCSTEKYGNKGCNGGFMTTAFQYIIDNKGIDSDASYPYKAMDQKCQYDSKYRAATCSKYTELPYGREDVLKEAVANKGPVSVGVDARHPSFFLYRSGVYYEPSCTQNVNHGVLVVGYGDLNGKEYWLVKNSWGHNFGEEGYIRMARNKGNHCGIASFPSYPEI
CatB inh = human cathepsin B inhibition; purified cathepsin B, fluorogenic substrate, fluorescence; inhibition, %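 (tested at 10 µM)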; 0.1% of 63,000 active; AID 453; in the data active means inhibition above about 21%;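 further: 0% = enzyme with no compound and 100% = no enzyme blank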
Abs 340nm = compound absorbs light at 340 nm; compound absorbance at 340 nm, fold over control; fold change at 10 µM; 65,000 tested, under 10 active;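 active means at 10 µM dose, initial 340 nm absorbance at least 2 fold that of control wells; inactive means change under 2 fold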;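 further: initial absorbance extrapolated from kinetic A340 decline of NADH oxidation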
FXIa mix inh = factor XIa (human) inhibition, mixture screen. P03951. purified FXIa, fluorogenic substrate, pooled mixtures. inhibition, % at 5 µM. 0.19% of 62,000 active. AID 680;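 further: each value is inhibition by a whole ten-compound pool holding the compound; 0% = enzyme with no mixture and 100% = wells lacking enzyme; strong numbers were not always called active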
Target sequence (P03951 19-387 limits assumed): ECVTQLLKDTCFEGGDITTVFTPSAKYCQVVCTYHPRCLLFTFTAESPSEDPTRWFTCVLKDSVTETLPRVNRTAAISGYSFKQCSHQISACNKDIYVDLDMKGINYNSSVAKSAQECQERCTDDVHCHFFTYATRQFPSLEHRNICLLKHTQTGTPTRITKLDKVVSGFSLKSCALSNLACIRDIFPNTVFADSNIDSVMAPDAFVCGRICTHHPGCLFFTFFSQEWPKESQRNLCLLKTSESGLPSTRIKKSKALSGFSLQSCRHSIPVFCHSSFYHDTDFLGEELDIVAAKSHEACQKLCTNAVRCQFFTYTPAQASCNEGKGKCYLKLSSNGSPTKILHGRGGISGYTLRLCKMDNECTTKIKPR
Target sequence (P03951 388-625 limits assumed): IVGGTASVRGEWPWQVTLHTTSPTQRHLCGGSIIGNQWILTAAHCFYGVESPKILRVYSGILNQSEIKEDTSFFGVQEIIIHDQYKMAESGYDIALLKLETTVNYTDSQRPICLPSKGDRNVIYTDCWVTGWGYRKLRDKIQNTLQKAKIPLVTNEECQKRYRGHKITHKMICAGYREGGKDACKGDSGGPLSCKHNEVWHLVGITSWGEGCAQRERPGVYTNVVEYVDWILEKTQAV
C1s block = blocks human complement C1s protease activity; P09871; purified C1s, fluorogenic AMC substrate, pooled mixtures; mean inhibition % of two 10-compound mixtures (active compounds read high), % at 5 µM (by protocol); 0.16% of 62,000 active; AID 538;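 active means inhibition above 20% in each of the two 10-compound mixture wells holding the compound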;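 further: 0% = enzyme wells lacking compound mixture and 100% = no-enzyme blank wells; some compounds called inactive have numbers as strong as hits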
FXIIa inh mix = factor XIIa (human) inhibition, mixture screen; P00748; purified FXIIa, fluorogenic substrate, pooled mixtures; inhibition, % at 5 µM; 0.2% of 62,000 active;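 further: 0% = enzyme without compound and 100% = no enzyme blank; some results filed as inactive read as strong as hits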
Active calls of the source: *; . = no result given. Unless noted, no stated cut-off is given here; in the data, active means inhibition above about 20% (passing the limit was not always enough); inactive means the rest. A portion of the library, so the mix of outcomes need not match the whole.

CatB mixtures	CatG inh	CatL block	CatS block	CatB inh	Abs 340nm	FXIa mix inh	C1s block	FXIIa inh mix	molecule
4.5	9.5	12.9	6.8	1.6	1.05	2.2	15.9	3.3	CCCN1Cc2cccc(C(=O)Nc3ccc(OC)c(OC)c3)c2C1=O
4.6	0.7	.	-2.2	-4.1	1.03	5.2	1.7	10.4	Cn1ccnc1SC(=O)N1c2ccccc2Sc2ccccc21
-5.2	-8.9	-2.0	7.1	6.0	1	-16.3	-12.1	0.1	CN1CCN(C(=O)c2ccccc2N(Cc2ccccc2)S(C)(=O)=O)CC1
-3.2	-4.9	10.6	-1.1	42.2*	1.04	-1.1	-8.7	5.2	O=C(NCc1ccc(F)cc1)C1CCC(=O)N1CCc1ccccc1 (stereo not given)
2.1	4.7	.	-1.3	0.8	1.02	0.4	-10.5	-12.4	CC(=O)Nc1nnc(C)s1
4.9	3.7	-5.3	-6.0	4.1	0.99	7.1	0.4	1.2	Cc1ccc(NC(=O)CC2C(=O)NC3CCCCC3N2C(=O)c2ccc(F)cc2)cc1C (stereo not given)
3.7	8.3	-28.2	3.4	0.6	0.99	11.6	7.8	-1.6	OCCCCNc1cccc2ccccc12
2.0	-1.2	-2.2	-7.6	3.2	1.03	-12.3	-69.3	4.8	CCC(CC)C(=O)Nc1nnc(-c2cccs2)s1
-0.6	-0.9	17.6	2.9	-1.5	0.99	1.8	-5.1	0.0	CCC(Sc1nccn1C)C(=O)Nc1cccc2ccccc12 (stereo not given)
5.2	-0.7	-2.7	1.8	-6.5	1.04	4.8	-36.3	6.5	COc1ccc(OC)c(-c2nnc(SCC(=O)N3CCCc4ccccc43)o2)c1
1.5	-14.8	2.8	8.8	-0.6	1	-1.4	-31.6	-11.6	O=C(Nc1ccc2c(c1)OCO2)C(c1ccccc1)N1CCC2(CC1)OCCO2 (stereo not given)
2.8	-4.2	10.2	-1.7	0.6	1.01	-2.4	-3.8	-18.5	O=C(c1cc2ccccc2oc1=O)N1CCN(c2ccc(N3CCOCC3)nn2)CC1
4.2	11.3	-8.1	0.9	3.7	1.03	6.1	12.3	-20.6	Fc1ccc(CSc2nnc(-c3cccnc3)n2Cc2ccco2)cc1
4.7	15.3	-10.5	0.5	0.1	1	6.3	1.9	7.4	CCOc1ccc(-n2c(=O)[nH]cc(C(=O)N3CCCc4ccccc43)c2=O)cc1
4.2	7.0	-0.1	-0.5	-0.6	1	-3.1	-5.1	1.3	C=CCC(O)(CCN1CCCCC1)c1ccccc1 (stereo not given)
3.6	10.2	-1.1	0.3	3.2	1.02	5.3	6.2	9.7	COC(=O)c1[nH]nc2c1C(=O)N(Cc1ccccc1)C2=O
1.6	7.7	10.7	0.1	2.2	1.02	4.1	12.8	6.4	CN(CCO)C(=O)c1cccc2c1-c1ccccc1C2=O
-3.9	-29.4	2.7	-21.3	-0.2	1.03	-32.5	-24.2	-13.6	COCCn1c(-c2ccccc2F)n[nH]c1=S
-2.4	6.3	.	-1.6	0.8	1	2.2	-0.8	1.4	Cc1nc(=O)cc(-c2ccccc2)n1-c1ccccc1
4.4	-7.3	18.1	6.3	2.3	0.98	-1.2	0.6	4.9	Cc1cc(Br)ccc1NC(=O)CCN1C(=O)c2ccncc2C1=O
-7.9	-1.5	7.2	4.1	1.9	0.99	2.4	-25.5	9.2	O=C(Nc1ccc(CN2CCOCC2)cc1)c1cccc(F)c1
-0.5	0.9	-57.9	-6.2	-1.4	1.08	-2.0	-24.3	-13.2	COc1ccccc1NC(=O)c1c(NC(=O)c2ccco2)sc2c1CCC2
-1.4	-2.1	-1.8	2.0	-0.4	1.06	1.0	3.6	16.4	CCOC(=O)C1CCN(CC(=O)c2c(C)[nH]c3cc(C)ccc23)CC1
-4.1	1.3	1.7	6.2	-1.3	1	3.5	-3.5	3.6	COCCn1c(Cc2ccccc2)nnc1SCC(=O)NC(C)C
3.0	-5.7	-9.0	20.5	3.0	1.04	0.4	-18.7	7.7	CCOC(=O)c1ccc(NC(=O)NCc2ccn(CC)n2)cc1

(cont.)
CatB mixtures	CatG inh	CatL block	CatS block	CatB inh	Abs 340nm	FXIa mix inh	C1s block	FXIIa inh mix	molecule
2.3	8.9	-1.9	-0.9	3.1	1.02	5.0	4.0	3.4	CC(C(=O)N(C1CC1)C1(C(=O)Nc2ccccc2)CCCC1)N1C(=O)c2ccccc2C1=O (stereo not given)
-2.8	1.5	10.2	-5.9	-3.6	1.1	0.7	-4.9	3.1	CCOC(=O)CSc1nc2c(sc(=S)n2CCc2ccccc2)c(=O)n1Cc1ccco1
10.1	13.5	6.8	12.8	-0.7	1.03	5.8	16.4	-17.2	c1ccc(-c2cc(N3CCCCC3)ncn2)cc1
7.8	-0.3	5.2	22.1	-2.6	0.98	7.6	3.0	5.3	CCCN1Cc2cccc(C(=O)Nc3ccc(CN4CCCC4)cc3)c2C1=O
7.3	2.2	7.9	11.2	2.9	1.06	16.0	-4.1	-1.7	O=C(NCCC1=CCCCC1)c1ccc(Br)o1
-0.9	6.4	6.3	-12.5	1.0	1.06	6.1	-6.0	6.4	O=C1c2ccccc2NC2CCCCC12 (stereo not given)
0.0	-8.2	-0.7	-4.7	0.4	1.05	0.0	-9.7	11.3	COc1ccccc1C1/C(=C(/O)c2ccc(Cl)cc2)C(=O)C(=O)N1CCN1CCOCC1 (stereo not given)
-3.7	2.8	-0.1	12.7	4.5	1.09	0.3	3.5	8.3	COc1ccc(Br)cc1C1CC(=O)N2CN(Cc3ccccc3)CSC2=C1C#N (stereo not given)
20.5	24.8	9.8	13.6	6.2	1	39.9	14.0	-17.2	Cc1ccc(S(=O)(=O)NC2CCOC(C)(C)C2)cc1 (stereo not given)
2.8	8.6	-18.0	-13.0	-2.1	1.07	5.1	13.4	5.6	CCCc1nc(NC(C)=O)c(C#N)c(-c2ccco2)c1CC
-2.0	-4.5	-1.4	-4.1	1.6	1.01	7.2	-37.1	-16.1	COc1ccc(N2C(=O)C3CCCN3C2c2cc(OC)c(OC)cc2OC)cc1 (stereo not given)
3.7	1.2	.	0.1	-0.5	1.06	5.5	5.6	2.1	O=C(c1ccc2nc(N3CCCCC3)sc2c1)N1CCN(Cc2ccc3c(c2)OCO3)CC1
45.3	11.9	5.8	50.1	-1.4	1.05	6.9	13.3	-3.1	O=C(Oc1cccnc1)c1cc2ccccc2oc1=O
-0.4	1.3	16.1	8.6	-4.3	1.13	-2.7	2.3	-15.1	COc1ccc(NC(=O)c2oc3ccccc3c2NC(=O)c2ccc3c(c2)OCO3)cc1
-0.5	9.2	13.2	-4.6	5.2	1	7.3	14.2	10.6	COC(=O)COc1ccc(Oc2cc(C)nc(SC)n2)nn1
2.0	6.5	1.8	0.8	4.0	0.98	6.4	12.1	-15.1	CCOC(=O)N1CCN(C(=O)c2ccc3c(c2)sc2nc(-c4ccccc4)cn23)CC1
-2.6	6.8	12.9	13.3	-1.5	1.03	6.2	-1.0	2.7	CC(=O)Nc1ccc(NC(=O)CNS(=O)(=O)c2ccc(C)cc2)cc1
2.3	-0.4	.	-3.0	-2.0	1.04	-1.8	-17.7	14.2	CCN1CCN(CC(=O)Nc2ccc3c(c2)OCO3)C(=O)C1=O
6.1	23.1	0.6	-6.9	-0.8	1	11.3	12.9	-17.2	Cc1nccn1-c1ccc(C(F)(F)F)cc1NC=O
1.7	12.3	13.3	3.4	2.5	0.99	-4.7	5.5	4.5	Cc1ccc(-n2nc3c(c2NC(=O)c2ccc4c(c2)OCO4)CS(=O)C3)cc1 (stereo not given)
-15.8	-20.2	15.0	-20.4	2.3	1.04	-29.0	-235.1	-0.6	Cc1ccc(Cn2nnc3c(=O)[nH]c(C4CCCN(C(=O)Nc5ccc(F)cc5)C4)nc32)cc1 (stereo not given)
2.6	7.5	-5.5	-4.2	-0.1	0.99	6.2	10.6	-0.2	COc1ccc(OC)c(-n2nnnc2SCC(=O)Nc2ccc3c(c2)OCCO3)c1
-8.8	9.8	-3.5	-5.5	-1.4	1	-2.9	-2.8	-1.0	COCCCn1c(SCC(=O)N2CCc3ccccc32)nnc1-c1ccoc1C
18.5	10.9	.	9.0	2.0	0.99	9.5	10.4	-2.9	CCN(CC)S(=O)(=O)c1ccc(NC(=O)CSc2nnc(-c3ccc(F)cc3)o2)cc1
-7.2	-11.4	-2.1	-23.4	-5.8	1.02	-8.9	-61.8	18.2	CC(=O)c1ccc(OC(C)C)c(CN2CCCCC2)c1

More entries follow:
CatB mixtures	CatG inh	CatL block	CatS block	CatB inh	Abs 340nm	FXIa mix inh	C1s block	FXIIa inh mix	molecule
1.9	-0.6	-9.6	1.1	-11.4	1.02	9.8	3.8	8.1	CCCS(=O)(=O)N1CCN(C(=O)c2ccco2)CC1
8.7	10.3	-9.6	-6.5	2.7	1.02	6.0	-18.3	-17.7	CCCc1n[nH]c2c1C(=O)CC(C)(C)C2
0.4	-8.8	.	-11.9	.	1.03	-6.2	-35.6	3.4	COc1ccc(CN2CCOCC2)cc1Br
-1.4	-1.6	9.6	10.8	1.0	1.06	9.0	-0.2	3.4	COCCCNS(=O)(=O)c1ccc(OC)c(Cl)c1Cl
1.4	8.3	-11.8	-2.7	-2.6	1	7.4	11.5	3.3	CCOC(=O)c1[nH]c(C)c(C(=O)NC(C)(C)C)c1C
0.7	3.4	7.7	-7.1	0.3	0.99	1.8	-12.2	-20.6	Cc1ccc(S(=O)(=O)NCC(=O)OCN2C(=O)c3ccccc3C2=O)cc1
4.1	4.0	11.4	-2.9	-4.0	1	7.8	0.1	1.0	O=C(COC(=O)c1n[nH]c2ccccc12)NC(=O)NCc1ccco1
4.7	13.1	6.7	6.3	7.7	1.02	1.2	11.7	-16.9	CCS(=O)(=O)NCCc1ccc(OC)c(OC)c1

A portion of the results above, as a working copy:
CatB mixtures	CatG inh	CatL block	CatS block	CatB inh	Abs 340nm	FXIa mix inh	C1s block	FXIIa inh mix	molecule
2.3	-0.4	.	-3.0	-2.0	1.04	-1.8	-17.7	14.2	CCN1CCN(CC(=O)Nc2ccc3c(c2)OCO3)C(=O)C1=O
6.1	23.1	0.6	-6.9	-0.8	1	11.3	12.9	-17.2	Cc1nccn1-c1ccc(C(F)(F)F)cc1NC=O
1.7	12.3	13.3	3.4	2.5	0.99	-4.7	5.5	4.5	Cc1ccc(-n2nc3c(c2NC(=O)c2ccc4c(c2)OCO4)CS(=O)C3)cc1 (stereo not given)
-15.8	-20.2	15.0	-20.4	2.3	1.04	-29.0	-235.1	-0.6	Cc1ccc(Cn2nnc3c(=O)[nH]c(C4CCCN(C(=O)Nc5ccc(F)cc5)C4)nc32)cc1 (stereo not given)
2.6	7.5	-5.5	-4.2	-0.1	0.99	6.2	10.6	-0.2	COc1ccc(OC)c(-n2nnnc2SCC(=O)Nc2ccc3c(c2)OCCO3)c1
-8.8	9.8	-3.5	-5.5	-1.4	1	-2.9	-2.8	-1.0	COCCCn1c(SCC(=O)N2CCc3ccccc32)nnc1-c1ccoc1C
18.5	10.9	.	9.0	2.0	0.99	9.5	10.4	-2.9	CCN(CC)S(=O)(=O)c1ccc(NC(=O)CSc2nnc(-c3ccc(F)cc3)o2)cc1
-7.2	-11.4	-2.1	-23.4	-5.8	1.02	-8.9	-61.8	18.2	CC(=O)c1ccc(OC(C)C)c(CN2CCCCC2)c1
1.9	-0.6	-9.6	1.1	-11.4	1.02	9.8	3.8	8.1	CCCS(=O)(=O)N1CCN(C(=O)c2ccco2)CC1
8.7	10.3	-9.6	-6.5	2.7	1.02	6.0	-18.3	-17.7	CCCc1n[nH]c2c1C(=O)CC(C)(C)C2
0.4	-8.8	.	-11.9	.	1.03	-6.2	-35.6	3.4	COc1ccc(CN2CCOCC2)cc1Br
-1.4	-1.6	9.6	10.8	1.0	1.06	9.0	-0.2	3.4	COCCCNS(=O)(=O)c1ccc(OC)c(Cl)c1Cl
1.4	8.3	-11.8	-2.7	-2.6	1	7.4	11.5	3.3	CCOC(=O)c1[nH]c(C)c(C(=O)NC(C)(C)C)c1C
